# Hsp90 Hop PPI – changes Hsp90-Hop TPR2A binding signal, up or down | AlphaScreen TPR2A-His6 binding biotin-Hsp90 C-terminal peptide | Potency, µM (series often up to 57 µM), for inactives: at the top dose activity change, negative = inhibition | 71,000 tested, 0.44% active | AID 595; active = well fitted curve in either direction with a large enough effect; inconclusive = small, poorly fitted or top-dose-only effect, or another doubt; note: potency is the fitted concentration of half-maximal effect; % is set by controls: 0 for no effect and ±100 for the full control effect; many of its hits are not listed in these tables
# CRE-bla Fsk – alters forskolin-stimulated CRE reporter signaling in CHO cells | CHO CRE-bla reporter (cAMP response element driving beta-lactamase), forskolin EC10, beta-lactamase ratio | Potency, µM (doses to about 38.2 µM), without a hit: top-dose activity change, negative = inhibition, most hits filed as activators | 71,000 tested, 2.5% active; active = well fitted activation curve with a large enough effect in the signal ratio, with a control signal flat, not every such curve was filed as active; inconclusive = small, poorly fitted or top-dose-only effect, or effect the other way, or a change in a side signal; the % refers to the signal ratio; note: potency is the fitted concentration of half-maximal effect; % of control where 0% means no effect
#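 Forskolin analogue NKH 477 at EC10 stimulated CRE-driven beta-lactamase in CHO cells alongside compound dilution series. Beta-lactamase was measured with CCF4, excitation 405 nm, emission ratio 460/530 nm.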
# HBB splicing – alters splicing of the hemoglobin beta chain. HBB splicing reporter cell assay, activation; EGFP reporter with mutant IVS2-654 intron; response scale: normalised to 500 nM splice-correcting PNA. Potency, µM (series often up to 46.1 µM), for inactives: at the highest dose activation, actives largely listed as activators. AID 925. 65,000 tested, 0.06% active; note: potency is the fitted concentration of half-maximal effect; 0% is about no effect
#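 Compounds were applied for 2 days to HeLa EGFP-654 cells, 500/well in Optimem with 2% FCS. The reporter's EGFP is disrupted by mis-splicing of beta-globin intron IVS2-654. Readout: summed well GFP fluorescence from 488 nm laser scanning; reference was 500 nM antisense […] 654 PNA.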
# ALOX15 inhib – inhibitors of human 15-lipoxygenase (ALOX15). purified 15hLO-1, xylenol orange hydroperoxide absorbance. 74,000 tested, 1.4% active. AID 887. P16050. Potency, µM (titrated, usually from 57.1 µM), inactives show at the highest dose activity change, negative = inhibition, hits mostly inhibitors; note: potency is the fitted concentration of half-maximal effect; % is set by controls: 0 for no effect and ±100 for the full control effect; nearly all actives have a fitted effect of over 55% in size
#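 Compounds were preincubated 15 min at room temperature with 40 nM purified human enzyme (25 mM Hepes pH 7.5, 0.01% Triton X-100); 50 uM arachidonic acid reacted 6 min. Fe-xylenol orange detection, 30 min, absorbance ratio 573/405 nm.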
# Epigenetic mod – epigenetic GFP locus derepression in mouse cells; AID 597; mouse C127i GFP locus derepression, cytometry, 30 h; 68,000 tested, 0.09% active; Potency, µM (doses to about 46.1 µM), for the others: at the highest dose GFP derepression (activation); note: % of control where 0% means no effect
#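 Murine C127i mammary cells carrying a silenced, stably integrated CMV-driven GFP reporter were treated with compound for 30 hours at 37 C. After PBS washes, GFP-positive cells were counted by laser-scanning microplate cytometry.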
# USP2a inhib – USP2a (human) protease inhibition; O75604; USP2a enzymatic assay, qHTS inhibition; Potency, µM (highest dose often 38.3 µM), for inactives: top-dose activity change, negative = inhibition, usual class: inhibitors; 60,000 tested, 0.1% active; AID 927;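 note: potency is the fitted concentration of half-maximal effect; nearly all actives have a fitted effect of over 60% in size; plate controls were DMSO for no effect and NEM full inhibition control for full effect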
# Target sequence (O75604 whole entry, looked up): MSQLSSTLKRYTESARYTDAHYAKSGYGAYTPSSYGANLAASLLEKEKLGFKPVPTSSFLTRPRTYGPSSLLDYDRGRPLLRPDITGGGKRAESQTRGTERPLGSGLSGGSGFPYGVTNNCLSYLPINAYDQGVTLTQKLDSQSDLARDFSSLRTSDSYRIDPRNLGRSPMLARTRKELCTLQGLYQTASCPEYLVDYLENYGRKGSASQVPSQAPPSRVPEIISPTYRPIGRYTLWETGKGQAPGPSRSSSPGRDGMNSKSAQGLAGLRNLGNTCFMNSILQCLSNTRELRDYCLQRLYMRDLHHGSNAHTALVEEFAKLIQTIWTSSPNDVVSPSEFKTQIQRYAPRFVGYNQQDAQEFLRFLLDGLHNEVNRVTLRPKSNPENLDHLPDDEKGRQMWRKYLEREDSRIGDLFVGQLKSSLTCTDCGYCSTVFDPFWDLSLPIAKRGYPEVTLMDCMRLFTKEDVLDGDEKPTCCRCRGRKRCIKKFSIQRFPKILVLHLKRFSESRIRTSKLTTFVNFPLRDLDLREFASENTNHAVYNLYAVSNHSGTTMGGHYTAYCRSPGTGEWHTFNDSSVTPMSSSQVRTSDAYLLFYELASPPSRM
#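 USP2 core (20nM final) preincubated 30 min RT with compound, then Ub-PLA2 20nM and NBD C6-HPC 20uM final added; buffer 20mM Tris-HCl pH 8.0, 2mM CaCl2. Fluorescence Ex 460/Em 535 read at 0 and 2.5 h; normalized to NEM.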
# UbGFP stabilizer – proteasome inhibitors stabilizing ubiquitin-GFP reporter; Ubiquitin-GFP reporter cells, proteasome inhibition, GFP fluorescence; response scale: untreated = 0%, 10 µM MG-132 = 100%; Potency, µM (doses to about 45.9 µM), inactives show at the highest dose activation (GFP accumulation), usual class: activators; 67,000 tested, under 10 active; active = well fitted activation curve with a large enough effect, not every such curve was filed as active; inconclusive = small, poorly fitted or top-dose-only effect, or another doubt; inactive = no such curve, though single readings can be large or run the other way; note: potency is the fitted concentration of half-maximal effect
#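 U2OS cells stably expressing ubiquitin(G76V)-GFP, seeded overnight in 0.5% FBS medium, were exposed to compounds (qHTS, 46 uM to 2.9 nM) for 4 hr at 37 °C. GFP-positive cells were counted by laser cytometry (488 ex/515 em), normalized between basal and 10 uM MG-132.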
# BRCT inh red – BRCT-phosphoprotein interaction inhibition (red fluorophore); P38398; BRCT-phosphopeptide binding, red fluorescence polarization; Potency, µM (doses to about 76.9 µM), for the others: at the highest dose activity change, negative = inhibition, hits mostly inhibitors; 75,000 tested, 0.03% active; note: % is set by controls: 0 for no effect and ±100 for the full control effect
#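 Rhodamine-labelled pBACH1 10-mer (100 nM) bound to BRCT domain (100 nM) at pH 7.3; compounds incubated 12 min room temperature, polarization read. Free peptide defines full inhibition; unlabelled decapeptide titrated as control.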
# BRCT inh green – blocks human BRCA1 BRCT binding to phosphopeptide, green readout | P38398 | AID 875 | Potency, µM (doses to about 76.9 µM), for the others: at the top dose activity change, negative = inhibition, hits mostly inhibitors | 75,000 tested, 0.05% active | BRCA1 BRCT-phosphopeptide binding, green fluorescence polarization;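 note: potency is the fitted concentration of half-maximal effect; plate controls were peptide without protein for full effect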
#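 Fluorescence polarization: His-tagged BRCT (~35 kDa BRCA1 C-terminus, 250 nM) bound to 100 nM fluorescein-labeled phosphorylated 10-aa BACH1 peptide, pH 7.3 phosphate buffer with DTT and Tween 20. Compounds incubated 12 min at room temperature; inhibition read as lowered polarization.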
# Pol III holo inh – blocks replication by bacterial DNA polymerase III holoenzyme; Potency, µM (top dose mostly 57.1 µM), without a hit: at the highest dose activity change, negative = inhibition; reconstituted DNA polymerase III holoenzyme replication, biochemical; 71,000 tested, 0.25% active; note: potency is the fitted concentration of half-maximal effect; % is set by controls: 0 for no effect and ±100 for the full control effect
#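 Reconstituted *E. coli* holoenzyme (0.35 nM Pol III, 1 nM beta, 154 nM SSB, 2 nM primase) was preincubated with compound for 15 min at RT. Synthesis on 1.4 nM ssM13Gori ran 35 min, then was stopped with PicoGreen/EDTA and read as dsDNA fluorescence.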
# HADH2 inhib – inhibitors of human HADH2 dehydrogenase. 73,000 tested, 3.4% active. recombinant HADH2, NADH fluorescence, beta-hydroxybutyryl-CoA. Potency, µM (top dose mostly 57.1 µM), without a hit: top-dose activity change, negative = inhibition, hits mostly inhibitors; note: potency is the fitted concentration of half-maximal effect; % is set by controls: 0 for no effect and ±100 for the full control effect; nearly all actives have a fitted effect of over 60% in size; many of its hits are not listed in these tables
# Target sequence (Q99714 whole entry, looked up, one chain of several): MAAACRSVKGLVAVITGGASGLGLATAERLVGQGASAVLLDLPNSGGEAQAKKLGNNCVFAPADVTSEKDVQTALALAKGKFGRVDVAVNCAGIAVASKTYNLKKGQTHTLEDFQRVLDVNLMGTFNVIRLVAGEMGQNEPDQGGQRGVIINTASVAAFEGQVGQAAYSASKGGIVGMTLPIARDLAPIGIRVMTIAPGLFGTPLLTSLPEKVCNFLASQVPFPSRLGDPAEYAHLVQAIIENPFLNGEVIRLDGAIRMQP
#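 20 nM HADH2 + cpd, 15 min RT; add 1 mM NAD+/90 uM beta-hydroxybutyryl-CoA; kinetic fluorescence 360/450 nm, 4 min. Tris-HCl pH 9.0, 0.01% Tween-20.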
# Starred values were filed as active, the others as inactive; ? = inconclusive; . = not tested or not shown; [ ] = dose if it differs, or a comment. Unless noted, calls come from the whole dose curve; as a rule, active = well fitted curve in the direction sought with a large enough effect; inconclusive = small, poorly fitted or top-dose-only effect, or another doubt; inactive = no such curve, though single readings can be large; an effect the other way counts as inactive or inconclusive. Not all compounds are listed (hit frequency here may not be typical).
SMILES,Hsp90 Hop PPI,CRE-bla Fsk,HBB splicing,ALOX15 inhib,Epigenetic mod,USP2a inhib,UbGFP stabilizer,BRCT inh red,BRCT inh green,Pol III holo inh,HADH2 inhib
Cc1ccc2c(CC(=O)OC(C)C(=O)NCc3ccc4c(c3)OCO4)coc2c1 (configuration not stated),-2%,1%,4.3%,2%,4%,3%,12%,-1.8%,0.7%,0%,1%
CCCCNc1nc(C)nc2c1nc(-c1ccccc1)n2C1CCN(Cc2ccccc2)C1 (configuration not stated),-2%,?,-1.1%,5%,.,.,15%,0.0%,0.8%,0%,13%
O=c1oc(-c2cccs2)nc2sc3c(c12)CCCCC3,7%,?,-0.5%,-3%,2%,-6%,-6%,-0.5%,-2.9%,3%,12%
O=C1CC(N2CCN(C/C=C/c3ccccc3)CC2)C(=O)N1CCc1ccccc1 (configuration not stated),-2%,-16%,-1.1%[9.22 µM],-13%,-2%,22%,3%,-0.7%,-0.3%,0%,-7%
COCCNC(=O)CN(C(=O)CCC(=O)Nc1ccccn1)c1ccc(F)cc1,-5%,4%,-1.3%,6%,4%,-9%,0%,0.9%,-1.8%,-2%,6%
O=S(=O)(c1ccc(-c2nnc(SCc3ccccc3)o2)cc1)N1CCCC1,1%,10%,.,0%,0%,-5%,-1%,1.3%,-2.7%,-3%,6%
Cc1ccc(-n2nc(C)c3c(C)c(CCC(=O)NCc4ccco4)c(C)nc32)cc1,-5%[2.3 µM],-5%,-1.2%,-3%,.,.,-3%,1.0%,-2.3%,-18%,-1%
CCOc1ccc(OCC)c(NC(=O)C2COc3ccccc3O2)c1 (configuration not stated),17%,28%,2.6%,-9%,0%,-7%,0%,-1.5%,-1.5%,1%,3%
Nc1cccc(B(O)O)c1,.,.,-1.3%,-3%,.,.,.,-2.7%,-1.4%,.,-3%
Cc1nc(SCC(=O)c2c(C)[nH]c3ccccc23)c2c(=O)n(C)c(=O)n(CC(C)C)c2n1,-9%,-7%,-1.2%,-2%,0%,3%,2%,-1.0%,-1.6%,0%,9%
COc1ccc2c3c([nH]c2c1)[C@@H]1C[C@@H]2[C@@H](C[C@H](O)[C@H](OC)[C@H]2C(=O)O)CN1CC3,-4%[26 µM],2%[17.1 µM],0.6%[20.6 µM],8%[25.6 µM],1%[20.6 µM],-9%[17.1 µM],6%[20.5 µM],0.8%[34.4 µM],0.0%[34.4 µM],11%[25.6 µM],-15%[25.6 µM]
CC1(C)C2CC=C(/C=N/n3cnnc3)C1C2 (configuration not stated),0%,-4%,0.1%[57.5 µM],29%,4%,-5%,4%,-1.2%,-2.9%,-8%,15%
O=C(C1CCCN(S(=O)(=O)c2ccccc2)C1)N1CCCCCC1 (configuration not stated),0%,1%,-0.4%[9.22 µM],4%,-4%,0%,-8%,1.1%,-1.5%,-4%,-5%
CO[C@@H]1COC(=O)C/C=C\[C@@H](C)[C@@H]2C=C[C@H](O)[C@@H](COC(=O)CCC[C@H]1C)O2,.,.,1.9%[9.22 µM],9%[11.4 µM],.,.,.,1.2%[15.4 µM],-0.8%[15.4 µM],.,14%[11.4 µM]
COc1ccc(NC(C)=O)cc1NC(=O)CSc1nnc(-c2ccncc2)n1C,-3%,-1%,3.4%[1.84 µM],1%,-2%,3%,4%,1.0%,-2.7%,-6%,-4%
COc1cccc(Nc2ncc3nc(C)c(=O)n(Cc4cccs4)c3n2)c1,-7%,?,16µM*,-3%,19%[9.22 µM],183%[activator],25%,0.7%,29%,-2%,0%
CCn1c(=N)n(CC(O)COc2cccc(C)c2)c2ccccc21 (configuration not stated),-2%,?,-1.6%,-6%,-2%,-4%,0%,-0.1%,1.6%,-10%,-4%
Cc1cc(C)n(S(=O)(=O)c2cc(Cl)ccc2Cl)n1,-1%,-4%,1.2%,-18%,0%,-1%,-4%,-0.3%,-1.1%,1%,1%
FC(F)(F)c1cccc(OCCOCCn2cncn2)c1,-4%,1%,0.7%,?,0%,-5%,7%,-0.3%,-1.1%,-2%,5%
Cc1[nH]nc2ncc(C(=O)c3ccccc3O)cc12,-4%,?,-0.9%,-9%,0%,25%,1%,-1.7%,2.4%,2%,13%
CCCCn1c(SCC(=O)N2CCCC2)nc2c1c(=O)n(C)c(=O)n2C,-3%,?,0.1%[57.5 µM],1%,9%,.,2%,0.2%,0.5%,2%,21%
O=C(Nc1nccs1)c1ccc(Cl)c(S(=O)(=O)N2CCOCC2)c1,-1%,8%,-0.1%[57.5 µM],-5%,2%,10%,-5%,-0.9%,-0.1%,1%,-1%
CCOC(=O)C1CCN(c2c(NCc3ccc(C(=O)NCCOC)cc3)c(=O)c2=O)CC1,5%,-4%,0.4%,3%,-2%,12%,17%,0.3%,-2.8%,0%,-3%
O=C(CSc1ncnc2c1oc1ccccc12)Nc1cccc(Cl)c1,3%,?,-3.1%[1.84 µM],-1%,-2%,19%,6%,0.7%,-1.7%,1%,-21%
NCC(=O)Nc1ccc(Cl)cc1C(=O)c1ccc[nH]1,1%[11 µM],5%[7.6 µM],-0.6%[9.22 µM],4%[11.4 µM],-2%[9.22 µM],.,-1%[9.17 µM],-1.1%[15.4 µM],-0.6%[15.4 µM],1%[11.4 µM],-9%[11.4 µM]
CN1CCCC(C(=O)C(C#N)c2ccccc2)C1 (configuration not stated),1%,-1%,.,1%,1%,-5%,-3%,1.2%,0.4%,-4%,-5%
COC(=O)C1C(=O)NC(SC)=C(C#N)C1c1ccccc1 (configuration not stated),-4%,27%,0.3%,-19%,-4%,-2%,7%,0.0%,-0.4%,-14%,-17%
COC(=O)C1=CN(CC2CCCO2)C=C(C(=O)OC)C1c1ccsc1 (configuration not stated),2%,?,3.6%,-12%,2%,13%,6%,-0.3%,-0.1%,0%,32µM*
Nc1cccc(NC(=O)c2cccs2)c1,-1%,-1%,-1.0%,6%,3%,4%,3%,-2.2%,0.5%,-3%,-3%
Cc1cc(NS(=O)(=O)c2ccc(NC(=O)Nc3ccccc3)cc2)no1,1%,-4%,0.1%[9.22 µM],4%,0%,1%,-12%,1.1%,-17%,-4%,1%
CCn1c2ccccc2c2cc(NC(=O)COC(=O)C3CCC(=O)N3)ccc21 (configuration not stated),-10%,21%,-0.3%[57.5 µM],-22%,2%,-2%,5%,-3.1%,-0.7%,-6%,6%
CCCCOC(=O)Nc1ccc(OC)cc1S(=O)(=O)N1CCOCC1,-2%,-9%,-0.2%,18%,1%,5%,-3%,0.7%,-3.7%,2%,12%
CC(C)NS(=O)(=O)c1ccc(OCC(=O)Nc2ccc3c(c2)OCO3)c(Cl)c1,-5%,7%,-0.1%,-8%,4%,19%,9%,-0.3%,1.0%,-2%,0%
O=C(O)CCCCn1ccc(=O)[nH]c1=O,1%[11 µM],-11%[7.6 µM],4.8%[9.22 µM],-2%[11.4 µM],-2%[9.22 µM],.,-3%[9.17 µM],-3.4%[15.4 µM],-1.9%[15.4 µM],22%[11.4 µM],7%[11.4 µM]
O=C1c2[nH]nc(-c3ccccc3O)c2C(c2ccc(F)cc2)N1CC1CCCO1 (configuration not stated),-5%,-10%,7.0%[0.369 µM],?,2%,37%[activator],4%,-0.8%,-3.0%,2%,3%
O=C(c1cnccn1)N1CCC2(CC1)CN(Cc1ccccc1)C2,-6%,2%,-1.4%,5%,0%[9.22 µM],9%,-7%,0.9%,-1.0%,-3%,-3%
COc1cccc(-c2nc(CS(=O)(=O)CC(=O)NCCCN3CCc4ccccc4C3)c(C)o2)c1,-8%,?,-1.2%,-27%,0%,39%[activator],5%,-1.4%,0.7%,-4%,-5%
Cc1ncc([N+](=O)[O-])n1C[C@H](O)CCl,-3%[26 µM],-5%[17.1 µM],0.7%[20.6 µM],2%[25.6 µM],3%[20.6 µM],-2%[17.1 µM],0%[20.5 µM],2.0%[34.4 µM],-1.1%[34.4 µM],11%[25.6 µM],-8%[25.6 µM]
O=c1c(O)c(-c2ccc3c(c2)OCO3)oc2ccccc12,3%,1%,.,-10%,3%,23%,-3%,0.6%,-1.9%,-3%,6%

# High-throughput results (PubChem)
